aSyn rescue – alpha-synuclein toxicity inhibition in yeast. Yeast expressing alpha-synuclein, growth rescue, BacTiter-Glo, 24 h. Potency, µM (series often up to 46.1 µM), without a hit: top-dose growth rescue (activation), usual class: activators. hit rate 0.14% among 370,000; also: potency is read from the fitted curve at half-maximal effect; % of control where 0% means no effect; nearly all actives have a fitted effect of over 65% in size
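Rescue of yeast growth: cells expressing toxic alpha-synuclein, induced in galactose at OD600 0.02, incubated with compound 24 h at 30 C. ATP luminescence quantified growth; inhibitors of toxicity appear as activators.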
IL-2 act – activates IL-2 in a cell-based reporter assay; IL-2 activation reporter assay, cell-based qHTS; stimulated with anti-CD3/CD4/CD28 beads; in transgenic mouse T cells; activation, % (series mostly up to about 46 µM); hit rate 0.065% among 360,000; in the data active = activation above about 50%; inconclusive = mostly about 30% to 49%; also: 0% is about no effect
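Unstimulated transgenic mouse T cells, 750 per well, received compound and, after 60 minutes, anti-CD3/anti-CD4 bead plus anti-CD28 stimulation. EGFP and DsRed were quantified after 18 hours.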
FUS yeast rescue – suppressors of FUS proteinopathy in yeast | hit rate 0.24% among 390,000 | Potency, µM (highest dose often 76.6 µM), for inactives: top-dose growth rescue (activation), hits mostly activators | S. cerevisiae FUS-expressing, growth rescue, OD600, 24 h;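 also: potency is read from the fitted curve at half-maximal effect; plate controls were DMSO vehicle for no effect and reference control for full effect; nearly all actives have a fitted effect of over 55% in size; some results filed as inactive show a strong effect at the top dose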
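Yeast FUS proteinopathy model; galactose-induced FUS (2%), starting OD 0.005. Cpds in dilution series, 24hr, 30C, 99% humidity. Abs 600 nm growth. Pos ctrl CP55940 (top 92uM final); neg ctrl DMSO.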
EPAC1 antag – antagonists of human EPAC1. O95398. EPAC1 GEF assay, Rap1b-BODIPY-GDP exchange fluorescence. Potency, µM (doses to about 115 µM), for the others: at the top dose activity change, negative = inhibition, hits mostly inhibitors. hit rate 0.14% among 360,000. AID 720709;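 also: potency is read from the fitted curve at half-maximal effect; plate controls were vehicle for no effect and positive control for full effect; nearly all actives have a fitted effect of over 50% in size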
Target sequence (O95398 whole entry, looked up): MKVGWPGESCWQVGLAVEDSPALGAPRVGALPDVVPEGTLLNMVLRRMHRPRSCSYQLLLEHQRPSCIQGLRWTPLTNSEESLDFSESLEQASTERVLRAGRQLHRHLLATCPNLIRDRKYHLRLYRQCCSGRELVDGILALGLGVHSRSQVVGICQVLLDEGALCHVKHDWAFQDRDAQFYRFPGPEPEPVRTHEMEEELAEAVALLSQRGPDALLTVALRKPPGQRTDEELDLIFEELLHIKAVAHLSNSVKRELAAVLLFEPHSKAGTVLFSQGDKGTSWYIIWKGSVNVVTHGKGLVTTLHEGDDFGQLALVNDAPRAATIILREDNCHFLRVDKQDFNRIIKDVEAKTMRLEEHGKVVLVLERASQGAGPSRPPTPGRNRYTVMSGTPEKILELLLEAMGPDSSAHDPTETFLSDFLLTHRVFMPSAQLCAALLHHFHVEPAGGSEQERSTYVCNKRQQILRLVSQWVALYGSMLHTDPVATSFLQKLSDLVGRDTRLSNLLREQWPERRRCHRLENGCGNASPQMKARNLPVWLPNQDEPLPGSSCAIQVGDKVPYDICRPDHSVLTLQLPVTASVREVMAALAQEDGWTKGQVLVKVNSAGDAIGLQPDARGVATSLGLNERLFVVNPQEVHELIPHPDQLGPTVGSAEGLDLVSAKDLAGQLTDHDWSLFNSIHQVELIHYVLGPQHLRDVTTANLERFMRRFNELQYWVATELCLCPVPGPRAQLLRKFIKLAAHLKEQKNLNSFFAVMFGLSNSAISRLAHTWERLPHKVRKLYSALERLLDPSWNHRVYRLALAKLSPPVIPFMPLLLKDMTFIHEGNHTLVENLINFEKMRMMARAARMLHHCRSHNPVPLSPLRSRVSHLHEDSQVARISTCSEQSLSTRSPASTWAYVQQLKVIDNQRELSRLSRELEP
Abeta yeast res – restores growth of yeast expressing A-beta42 peptide. AID 1347071. yeast expressing A-beta42, growth rescue, OD600, 48 h; response scale: 0% DMSO, 100% iron-clioquinol control. Potency, µM (highest dose often 46.1 µM), for the others: top-dose growth rescue, hits mostly activators. hit rate 0.063% among 410,000; also: potency is read from the fitted curve at half-maximal effect; nearly all actives have a fitted effect of over 55% in size
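Growth rescue measured by 600 nm absorbance after 48 h yeast culture at 30 C with compound. Values normalized between DMSO and an equimolar ferric chloride plus clioquinol control.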
EPAC1 ag – EPAC1 (human) agonism; O95398; EPAC1 agonist qHTS, biochemical assay; response scale: 100% = response to 6.5 mM cAMP; Potency, µM (titrated, usually from 154 µM), inactives show top-dose activation, most hits filed as activators; hit rate 0.073% among 360,000; also: potency is read from the fitted curve at half-maximal effect; nearly all actives have a fitted effect of over 60% in size
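EPAC1 100 nM, Rap1B–BODIPY-GDP 250 nM, unlabeled GDP 50 uM; compound titration; 5 min RT; kinetic read ex480/em540 at 5-min intervals ×30 min; data normalized to 6.5 mM cAMP agonist control.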
PLK1 PBD block – inhibitors of human PLK1 polo-box domain binding; P53350; Plk1 PBD binding of FITC phosphopeptide, fluorescence polarization; Potency, µM, for inactives: max response, negative = inhibition, usual class: inhibitors; hit rate 2.8% among 360,000; AID 720504; also: potency is read from the fitted curve at half-maximal effect; series mostly up to about 57 µM; % is scaled to controls: 0 for no effect and ±100 for the full control effect; nearly all actives have a fitted effect of over 65% in size
PI5P4K alpha inh – inhibitors of human PI5P4K alpha. P48426. PI5P4Kalpha enzyme, ADP-Glo luminescence, 60 min; active compounds read low. max response, %. hit rate 1.2% among 330,000. AID 652105; active = max response of -50% or lower; inconclusive = between -30% and -50%; inactive = -30% or higher; also: value at the top dose of about 77 µM; % is scaled to controls: 0 for no effect and ±100 for the full control effect
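Human PI5P4Kalpha with substrate in 0.038 M HEPES pH 7.4, 0.28 mM EGTA, 0.1% CHAPS, 5% DMSO; reaction started with 5 microM ATP (final), 60 min at room temperature. ADP formed read by ADP-Glo luminescence.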
WRN inhibitor – WRN helicase (human) inhibition; AID 651768; WRN helicase unwinding, fluorescent forked duplex, kinetic; Potency, µM (top dose mostly 114 µM), for inactives: top-dose activity change, negative = inhibition, actives largely listed as inhibitors; hit rate 0.46% among 360,000; also: potency is read from the fitted curve at half-maximal effect; % is scaled to controls: 0 for no effect and ±100 for the full control effect; nearly all actives have a fitted effect of over 55% in size
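WRN at 20 nM final preincubated with compound 15 min at room temperature; reaction started with 100 nM fluorophore/quencher forked duplex oligonucleotide and 2 mM ATP final. Unwinding followed kinetically by red fluorescence (ex 525, em 598 nm).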
* = called active by the depositor; ? = inconclusive; . = no result given; [ ] = another dose, or the depositor's remark. Unless noted, calls follow the shape of the dose curve; as a rule, active = well fitted curve in the direction sought with a large enough effect; inconclusive = small, poorly fitted or top-dose-only effect, or another doubt; inactive = no such curve, though single readings can be large; an effect the other way counts as inactive or inconclusive.

#	canonical_smiles	aSyn rescue	IL-2 act	FUS yeast rescue	EPAC1 antag	Abeta yeast res
1	O=C(O)CC1(O)C(=O)N(Cc2ccccc2)c2ccccc21 (configuration not stated)	2%	-1.4	13%	10%	14%
2	CN1CCN(C(=O)C23CC4CC(C2)CC(c2ccccc2)(C4)C3)CC1	-1%	0.8	4%	-22%	0%
3	CCN(CC)S(=O)(=O)c1ccc(N2CCN(c3ccccc3OC)CC2)c(N)c1	1%	-0.4	?	0%	2%
4	COCCNC(=S)N/N=C(\C)c1ccc(Cl)c(Cl)c1Cl	-13%	-3.6	-2%	-13%	25%
5	COc1ccc(OC)c(NC(=O)Cn2cc(C#N)c3ccccc32)c1	16%	-1.6	-17%	-2%	-3%
6	Cc1ccc(C(=O)COC(=O)CCC(=O)NC2CCCCC2)cc1[N+](=O)[O-]	-4%	-2.5	9%	-15%	-3%
7	O=C1NC[C@@H](Cc2cccc3ccccc23)N(CCc2cc(C(F)(F)F)cc(C(F)(F)F)c2)C1=O	-26%	-0.2	?	?	0%
8	NC(=O)CC(NC(=O)c1cccc(Br)c1)c1ccc(NC2CCN(Cc3ccccc3)CC2)c([N+](=O)[O-])c1 (configuration not stated)	4%	0.3	-2%	2%	-10%
9	CN1CCn2cnc(C(=O)Nc3ccc(Cl)cc3)c2C1=O	-3%	0.1	-2%	3%	-3%
10	CC1(C)CNC(=O)c2sc(NC(=O)c3ccccc3)nc2C1	1%	-1.0	21%	-9%	0%
11	CC1(C)CC2CC(C)(CN2C(=O)COC(=O)c2cccc(O)c2)C1 (configuration not stated)	1%	0.4	-1%	-9%	-2%
12	Cc1cc(C)cc(NC(=O)Cn2cc(C=O)c3ccccc32)c1	2%	-0.4	3%	-6%	-16%
13	CC(C)CC(C(=O)NCC1CCCO1)N(C(=O)Cn1nnc(-c2ccc(F)cc2)n1)c1ccccc1F (configuration not stated)	0%	-2.3	45%	0%	0%
14	O=c1c2ccccc2nnn1CSc1nnc(-c2cccs2)n1Cc1ccccc1	7%	-2.7	15%	-2%	-12%
15	O=C(Cn1cccc1C(=O)c1ccccc1)NCc1cccs1	-9%	2.3	-3%	6%	16%

#	EPAC1 ag	PLK1 PBD block	PI5P4K alpha inh	WRN inhibitor
1	10%	-10%	-1	-27%
2	1%	-9%	-11	-1%
3	17%	-15%	0	-4%
4	-1%	-2%	6	-7%
5	12%	-6%	.	-8%
6	2%	-13%	3	0%
7	-24%	-3%	17	-9%
8	5%	2%	4	-3%
9	5%	-1%	-11	3%
10	13%	-24%	1	-11%
11	7%	-11%	-3	-1%
12	-3%	3%	7	-12%
13	-6%	-5%	.	-2%
14	10%	30µM*	-17	-3%
15	-9%	2%	-7	9%

3 structures from above, ordered by SMILES length, lowest first.
#	canonical_smiles	aSyn rescue	IL-2 act	FUS yeast rescue	EPAC1 antag	Abeta yeast res
4	COCCNC(=S)N/N=C(\C)c1ccc(Cl)c(Cl)c1Cl	-13%	-3.6	-2%	-13%	25%
5	COc1ccc(OC)c(NC(=O)Cn2cc(C#N)c3ccccc32)c1	16%	-1.6	-17%	-2%	-3%
11	CC1(C)CC2CC(C)(CN2C(=O)COC(=O)c2cccc(O)c2)C1 (configuration not stated)	1%	0.4	-1%	-9%	-2%

#	EPAC1 ag	PLK1 PBD block	PI5P4K alpha inh	WRN inhibitor
4	-1%	-2%	6	-7%
5	12%	-6%	.	-8%
11	7%	-11%	-3	-1%

More entries.
#	canonical_smiles	aSyn rescue	IL-2 act	FUS yeast rescue	EPAC1 antag	Abeta yeast res
16	CS(=O)(=O)c1ccc(S(=O)(=O)N2CCN(C(=O)C(O)c3ccccc3)CC2)cc1 (configuration not stated)	-5%	-0.6	-3%	17%	1%
17	CCOC(=O)CSc1nnc(Cc2cc(=O)[nH]c(=O)[nH]2)n1-c1cccc(OC)c1	7%	-1.3	22%	9%	7%
18	O=C(NN=Cc1ccccc1O)c1cccc([N+](=O)[O-])c1	2%	-0.6	-2%	-26%	16%
19	CCn1ncc(N2CCOCC2)c(Cl)c1=O	1%	0.9	-22%	-7%	-2%
20	COc1ccc(NC(C)=O)cc1NC(=O)CSc1nnc(-c2cccnc2)n1C	4%	1.2	-4%	7%	-23%
21	CCOc1ccccc1-n1c(SCC(=O)N(C(C)C)C(C)C)nnc1-c1cccnc1	3%	0.1	13%	-6%	13%
22	CCOC(=O)[C@@H]1CSCCS(=O)(=O)N1	-3%	-0.1	-27%	-14%	-8%
23	COc1ccc(/C=c2\s/c(=C/C(=O)c3ccc(C)cc3)[nH]c2=O)cc1OC	19%	0.0	31%	5%	-13%
24	CCn1nc(C)c(C2C(C#N)=C(N)Oc3n[nH]c(C)c32)c1C (configuration not stated)	-2%	-5.2	28%	-11%	-20%
25	CCCc1nc(NCc2ccncc2)c2nnn(Cc3ccccc3F)c2n1	-1%	0.4	5%	-23%	17%
26	COc1ccc(N(CC(=O)N2CCN(Cc3ccccc3)CC2)S(C)(=O)=O)cc1OC	0%	0.1	-20%	-27%	-3%
27	O=C(CSc1nc(=O)n(CCCN2CCOCC2)c2c1CCC2)Nc1ccc([N+](=O)[O-])cc1	5%	-4.7	-6%	9%	2%
28	C/C(=N\Nc1ccc([N+](=O)[O-])cc1)c1ccc(-n2nncc2C(C)(C)C)cc1	3%	?	-5%	-4%	1%
29	CSc1nc(NCc2ccco2)c2ccccc2n1	1%	-0.2	-11%	-11%	3%
30	COc1ccc(C(=O)n2cnnc2N)cc1	9%	1.3	-17%	-13%	-20%

#	EPAC1 ag	PLK1 PBD block	PI5P4K alpha inh	WRN inhibitor
16	3%	-20%	-3	-5%
17	0%	1%	0	-10%
18	2%	-13%	-3	-4%
19	13%	5%	12	5%
20	6%	-1%	1	-6%
21	3%	-2%	-4	0%
22	-7%	-8%	-6	-5%
23	14%	40%[activator]	0	-3%
24	1%	-6%	2	-8%
25	-19%	-1%	6	-7%
26	-1%	-7%	-3	6%
27	-5%	-3%	-1	-4%
28	7%	-5%	0	-10%[57.1 µM]
29	-5%	-21%	3	-1%
30	12%	-6%	6	-8%[57.1 µM]

Sorted by the number under FUS yeast rescue (highest first): some entries from above
item	Structure	FUS yeast rescue
23	COc1ccc(/C=c2\s/c(=C/C(=O)c3ccc(C)cc3)[nH]c2=O)cc1OC	31%
17	CCOC(=O)CSc1nnc(Cc2cc(=O)[nH]c(=O)[nH]2)n1-c1cccc(OC)c1	22%
21	CCOc1ccccc1-n1c(SCC(=O)N(C(C)C)C(C)C)nnc1-c1cccnc1	13%
16	CS(=O)(=O)c1ccc(S(=O)(=O)N2CCN(C(=O)C(O)c3ccccc3)CC2)cc1 (configuration not stated)	-3%
29	CSc1nc(NCc2ccco2)c2ccccc2n1	-11%
26	COc1ccc(N(CC(=O)N2CCN(Cc3ccccc3)CC2)S(C)(=O)=O)cc1OC	-20%

Going on with the list.
#	canonical_smiles	aSyn rescue	IL-2 act	FUS yeast rescue	EPAC1 antag	Abeta yeast res
31	COc1ccc(-c2nn(-c3ccccc3)cc2CN(C)CCn2ccnc2C)c(F)c1	10%	1.0	-11%	4%	11%
32	CCc1ccc(C(=O)Nc2nc(C)cs2)s1	-24%	-1.9	-3%	1%	16%
33	CN1CCN(C(=O)c2ccccc2NC(=O)c2ccccc2)CC1	8%	-2.5	-22%	4%	-16%
34	CCC(=O)N1CCCC1(C)C(=O)Nc1cccc(Oc2ccccc2)c1 (configuration not stated)	1%	-0.1	-17%	-6%	-10%
35	O=[N+]([O-])/C=C/c1cn(Cc2ccc(Cl)cc2)c2ccccc12	1%	-0.9	1%	-12%	-12%
36	Clc1ccc(-c2nn3cnnc3s2)c(Cl)c1	4%	-2.1	4%	4%	-9%
37	COc1ccc(NC(=O)COC(=O)c2cc(Cl)ccc2O)cc1S(=O)(=O)N1CCCCC1	-8%	-2.9	.	7%	-11%
38	O=C(c1ccco1)N1CCN(S(=O)(=O)c2c(Cl)cccc2Cl)CC1	8%	-0.4	7%	0%	-21%
39	COCCn1c(SCC(=O)Nc2ccc(OC)c(S(N)(=O)=O)c2)nc2ccccc21	2%	-0.7	9%	-21%	-6%
40	O=C(c1cccs1)N1CCN(C2CCCCC2)CC1	-7%	-1.7	12%	10%	-8%
41	Cc1nn(CCO)c2ncc(C(=O)c3cc(Cl)ccc3O)cc12	5%	-1.8	3%	-27%	4%
42	COc1ccc(CNCc2cccc(C)c2)cc1	-1%	1.7	1%	-5%	4%
43	COc1cccc2cc(C(=O)NCCN3CCOCC3)c(=O)oc12	-4%	-1.6	-8%	-7%	1%
44	CC(C)Cn1c(N2CCN(C(=O)/C=C/c3ccccc3)CC2)nc2ccccc21	14%	-0.1	-25%	-10%	21%

#	EPAC1 ag	PLK1 PBD block	PI5P4K alpha inh	WRN inhibitor
31	-6%	5%	-2	7%
32	-4%	-9%	-6	-13%
33	-17%	0%	5	12%
34	3%	-10%	1	3%
35	?	-25%	-5	?
36	1%	0%	-3	4%
37	16%	1%	-2	2%
38	0%	-13%	5	-7%
39	8%	-8%	11	-1%
40	11%	-7%	2	6%
41	9%	1%	3	-16%
42	3%	3%	5	-9%
43	6%	1%	0	2%
44	-6%	6%	-3	0%
